IP6K1 inh – Primary qHTS assay for small molecule inhibitors of Inositol hexaphosphate kinase 1 (IP6K1). IP6K1 kinase, ADP-Glo luminescence, 2 h; active compounds read low. activity change, % (series mostly up to about 58 µM). Inositol hexakisphosphate kinase 1 (Homo sapiens), Q92551. 140,000 compounds, 0.81% hits; in the data active = activity change below about -25%
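ADP-Glo luminescence measures ADP made by human IP6K1 during a 2 h RT reaction with ATP/IP6 (mix at 1.3 mM/130 uM); top library doses 57.5 and 19.1 uM final.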
SNCA viab count – GF-AFC viability counterscreen for inhibitors of alpha-synuclein gene (SNCA) expression; HEK-293-SNCA-luc viability, GF-AFC fluorescence, 24 h; Potency, µM (highest dose often 57.1 µM), for the others: at the highest dose activity change, negative = cytotoxicity, most hits filed as cytotoxic; 150,000 compounds, 0.12% hits; AID 1671193, 2021;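 also: potency is read from the fitted curve at half-maximal effect; 0% = DMSO-treated cells and -100% = medium-only wells without cells; nearly all actives have a fitted effect of over 30% in size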
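Cytotoxicity counterscreen: after 24 h compound treatment of genome-edited SNCA-luciferase HEK-293 cells, live-cell protease substrate GF-AFC read by fluorescence after 30 min; activity scaled between DMSO (0%) and medium-only (-100%), curves Hill-fitted.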
FLuc inh – Firefly luciferase inhibition profiling of diverse chemical library using quantitative high-throughput screening; Luciferin 4-monooxygenase (Photinus pyralis), P08659; purified P. pyralis luciferase, luminescence, biochemical; Potency, µM (doses to about 115 µM), inactives show at the top dose activity change, negative = inhibition, most hits filed as inhibitors; 76,000 compounds, 2.5% hits; AID 1347043, 2019; also: potency is read from the fitted curve at half-maximal effect; nearly all actives have a fitted effect of over 65% in size
Target sequence (P08659 whole entry, looked up): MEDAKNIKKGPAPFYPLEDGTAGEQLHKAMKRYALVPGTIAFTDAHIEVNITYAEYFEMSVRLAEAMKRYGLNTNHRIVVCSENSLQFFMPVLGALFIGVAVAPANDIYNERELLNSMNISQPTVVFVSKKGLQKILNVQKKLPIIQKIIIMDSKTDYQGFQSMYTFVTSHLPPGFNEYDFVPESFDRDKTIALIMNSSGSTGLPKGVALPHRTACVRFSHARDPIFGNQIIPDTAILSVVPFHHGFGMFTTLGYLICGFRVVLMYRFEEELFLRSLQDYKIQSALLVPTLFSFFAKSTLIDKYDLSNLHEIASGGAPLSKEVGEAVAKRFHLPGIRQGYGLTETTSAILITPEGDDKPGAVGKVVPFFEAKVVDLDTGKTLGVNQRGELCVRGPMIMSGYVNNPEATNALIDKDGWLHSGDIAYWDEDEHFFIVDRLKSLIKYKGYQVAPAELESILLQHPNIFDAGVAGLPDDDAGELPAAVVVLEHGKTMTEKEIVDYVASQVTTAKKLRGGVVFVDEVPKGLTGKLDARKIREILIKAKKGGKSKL
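Inhibitors were tested against purified firefly luciferase in a biochemical, low-substrate format (both substrates at 10uM) and luminescence measured with a CCD imager.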
HEK cytotox – Cytotoxic Profiling in HEK 293 Cell Line of Diverse Libraries Using Quantitative High-Throughput Screening; HEK 293 viability, ATP luminescence (CellTiter-Glo), 48-72 h; Potency, µM (top dose mostly 115 µM), for inactives: at the highest dose activity change, negative = cytotoxicity, most hits filed as inhibitors; 94,000 compounds, 6.6% hits; AID 1345083, 2018; also: potency is read from the fitted curve at half-maximal effect; nearly all actives have a fitted effect of over 60% in size
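250 HEK 293 cells/well; compound by pintool; incubated 48 or 72 hr at 37 degree Celsius; CellTiter-Glo added, 10 min RT, luminescence imaged.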
GPT2 inhibitor – Primary qHTS assay for inhibitors of Glutamate pyruvate transaminase 2 (GPT2). Potency, µM (titrated, usually from 57.7 µM), inactives show top-dose activity change, negative = inhibition, most hits filed as inhibitors. Recombinant GPT2, coupled pyruvate oxidase/HRP Amplex Red fluorescence. 100,000 compounds, 0.25% hits. AID 1671188, 2021. Alanine aminotransferase 2 (Homo sapiens), Q8TD30; also: potency is read from the fitted curve at half-maximal effect; nearly all actives have a fitted effect of over 60% in size; many of its hits are not listed in these tables
Target sequence (Q8TD30 whole entry, looked up): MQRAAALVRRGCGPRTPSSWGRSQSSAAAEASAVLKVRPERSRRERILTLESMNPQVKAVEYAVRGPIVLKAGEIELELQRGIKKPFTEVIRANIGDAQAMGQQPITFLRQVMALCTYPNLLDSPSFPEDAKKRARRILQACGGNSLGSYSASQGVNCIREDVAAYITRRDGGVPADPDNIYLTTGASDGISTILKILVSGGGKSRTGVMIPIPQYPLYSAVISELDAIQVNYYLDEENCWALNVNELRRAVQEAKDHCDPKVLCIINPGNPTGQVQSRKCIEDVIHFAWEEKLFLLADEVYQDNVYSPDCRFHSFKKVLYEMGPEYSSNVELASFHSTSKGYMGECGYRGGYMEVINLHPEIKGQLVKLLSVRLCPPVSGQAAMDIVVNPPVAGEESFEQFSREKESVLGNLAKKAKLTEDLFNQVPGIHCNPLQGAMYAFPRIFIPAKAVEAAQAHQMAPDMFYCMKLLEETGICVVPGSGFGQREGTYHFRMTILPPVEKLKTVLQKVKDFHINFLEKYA
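GPT2 10ng/uL, a-KG 250uM, L-Ala 2mM, HEPES pH7.5 + 0.0001% Tween; 30 min RT. Then Amplex mix (PO/HRP/ThPP), 30 min RT dark, fluorescence. AOA 50uM used as positive control.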
3T3 cytotox – Cytotoxic Profiling in NIH 3T3 Cell Line of Diverse Libraries Using Quantitative High-Throughput Screening; NIH 3T3 viability, CellTiter-Glo ATP luminescence, 48-72 h; Potency, µM (highest dose often 96.7 µM), inactives show at the top dose activity change, negative = cytotoxicity, most hits filed as inhibitors; 94,000 compounds, 4.3% hits; also: potency is read from the fitted curve at half-maximal effect; nearly all actives have a fitted effect of over 55% in size
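Cells were seeded at 400 per well, treated with pin-transferred compound, and kept 48 or 72 hr at 37 °C before CellTiter-Glo addition and luminescence imaging of cellular ATP.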
SNCA expr inhib – Primary qHTS assay for inhibitors of alpha-synuclein gene (SNCA) expression | 140,000 compounds, 0.17% hits | AID 1671194, 2021 | Potency, µM (top dose mostly 57.2 µM), without a hit: at the top dose activity change, negative = inhibition, usual class: inhibitors | HEK-293 SNCA-luciferase knock-in, luminescence, 24 h;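 also: potency is read from the fitted curve at half-maximal effect; plate controls were DMSO cells for no effect and cell-free wells for full effect; nearly all actives have a fitted effect of over 45% in size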
* = called active by the depositor; i = inactive; ? = inconclusive; . = no result given; & = joins results of further samples; [ ] = another dose, or the depositor's remark. Unless noted, calls follow the shape of the dose curve; as a rule, active = well fitted curve in the direction sought with a large enough effect; inconclusive = small, poorly fitted or top-dose-only effect, or another doubt; inactive = no such curve, though single readings can be large; an effect the other way counts as inactive or inconclusive. Unless noted, % is scaled to controls: 0 for no effect and ±100 for the full control effect.

SMILES	IP6K1 inh	SNCA viab count	FLuc inh	HEK cytotox	GPT2 inhibitor	3T3 cytotox	SNCA expr inhib
O=C(NCc1nnc2ccc(-c3ccc(Cl)cc3)nn12)c1ccc(F)c(F)c1	13	-17%	0%	?	i	?	-19%
Cc1cc(=O)n(CC(=O)Nc2cccc([N+](=O)[O-])c2)c(-n2nc(C)cc2C)n1	10	-7%	.	.	.	.	-23%
COc1cccc(CNC(=O)c2ccc3oc(-c4ccccn4)nc3c2)c1	6	1%	.	?	i	?	32%[activator]
Cc1ccc2cc(CCC(=O)N3CCOCC3)c(=O)[nH]c2c1	18	-1%	32µM*	-4%	i	3%	125%[activator]
CCOC(=O)[C@@H]1[C@@H](O)C(=O)N(Cc2ccccc2)C12CCN(C(=O)C1CC1)CC2	2	.	.	2%	.	?	.
CN(C)CCN1CC2(CCCN(C(=O)CCc3cc(=O)[nH]o3)C2)CCC1=O (centres undefined)	5	-11%	-12%	-31%	-31%	-9%	5%
Cc1cccc(NC(=O)c2cccc(N3CCCS3(=O)=O)c2)c1	41	?	.	.	.	.	-27%
O=C(Cn1ncc2c([nH]c3ccccc32)c1=O)Nc1cc(F)ccc1F	3	-4%	.	.	.	.	29%
COc1ccc(C(=O)N[C@H]2C[C@@H](c3nc(-c4ccncc4)no3)N(C)C2)cc1	-12	?	-21%[172 µM]	0%[172 µM]	0%[88.5 µM]	i	-15%[87.6 µM]
CC(C)(C)C(=O)Cn1ccn2nc3c(c2c1=O)CCCC3	-6	0%	-19%	-24%	-15%	-31%	4%
Cc1ccc(NC(=O)CN2C(=O)COc3ccc(S(=O)(=O)N4CCOCC4)cc32)c(Cl)c1	17	-16%	.	.	.	.	2%
CC1=NOC2(CCN(Cc3ccc(F)cc3)CC2)C1	5	-7%[87.6 µM]	-6%[172 µM]	-5%[172 µM]	-18%[88.5 µM]	?	-4%[87.6 µM]
CCOc1ccc(NC(=O)c2ccc3c(c2)c(C)c(C)n3Cc2ccc(F)cc2)cc1	9	-14%	.	.	.	.	84%[activator]
Cc1ccccc1NC(=O)C1CCN(S(=O)(=O)c2c(C)noc2/C=C/c2ccco2)CC1	22	-3%	.	.	.	.	?
Cn1nc(CC2CCN(C(=O)c3cnon3)CC2)n(-c2ccccc2)c1=O	-6	5%	-4%	-5%	2%	-8%	3%
Cc1cc(C)n(CCC(=O)N2CC[C@@H]3CN(S(C)(=O)=O)[C@@H]3C2)n1	12	-13%[12.5 µM]	-2%	i	i	i	?
COc1ccc(N2Cc3c(NC4CCCC4)ncnc3N(C)CC2=O)cc1	9	-1%	5%	0%	i	-24%	-6%
Cc1ccc(CN2C(=O)c3oc4ccc(C)cc4c(=O)c3C2c2ccc(O)cc2)cc1 (centres undefined)	-8	7%	.	.	.	.	-11%
Cc1noc(-c2ccc(OC3CN(C(=O)c4sccc4C)C3)cc2)n1	-7	-2%	0%	?	?	?	-5%
CCc1nnc2c(NCc3ccccc3)nc3ccccc3n12	14	8%	.	.	.	.	-1%
Cc1ccc(CN2CCCOCCNC(=O)[C@@H]3CCCC[C@@H]32)o1	1	4%	6%	?	i	?	-14%
COc1cc(C(=O)O)ccc1OC1OC(CO)C(O)C(O)C1O (centres undefined)	0	-3%	.	.	-13%[27.3 µM]	.	.
Cc1nc(C)c(C(=O)N2CCC(Cc3nc(C4CC4)n[nH]3)CC2)s1	-12	-24%	0%	-1%	0%	-19%	44%[activator]
COc1ccc(NC(=O)c2cc(-c3ccc[nH]3)n[nH]2)c(OC)c1	22	-2%	20µM*	?	5%	-25%	60%[activator]
COCCn1c(C)cc(C(=O)N2CCCC(Cc3noc(-c4cnccn4)n3)C2)c1C (centres undefined)	5	-3%	-5%	-27%	i	-21%	20%
Cc1ccc(CN2CCC[C@H]2C(=O)N2CCCCCCNC(=O)CC2)o1	-4	-17%	-5%	3%	?	-2%	-14%
CCCCN(CCCC)CCNC(=O)CN1C(=O)CSc2ccc(S(=O)(=O)N3CCOCC3)cc21	21	-4%	.	.	.	.	-1%
COc1ccccc1N1CCN(S(=O)(=O)c2ccc(-n3cnnn3)cc2)CC1	19	12%	.	.	.	.	16%
Fc1ccccc1CN1CCNc2cc(Nc3cccnc3)ncc2C1	1	?	50µM*	?	-19%[88.5 µM]	?	51%[activator][87.6 µM]
O=C(O)C1CN(S(=O)(=O)C2CC2)CC12CCCCC2 (centres undefined)	-8	-1%	-2%	8%	4%	i	-17%
CC(C)(C)c1ccc(-n2ncc3c2CCCC3NC(=O)Cc2n[nH]c(=O)[nH]2)cc1 (centres undefined)	-7	-11%	?	-40%	3%	-34%	-22%
COc1cccc(-c2cc(C(=O)N3CCCC3)c3cnn(C)c3n2)c1	0	.	.	?	.	?	.
COCC1CN(C(=O)c2ccc(Cc3c(C)noc3C)o2)CC12CCNCC2 (centres undefined)	4	-17%	-2%	-21%	i	-11%	20%
O=C(c1n[nH]c(=O)c2ccccc12)N1CCC(c2nc(CCOCC3CC3)no2)C1 (centres undefined)	3	-4%[12.5 µM]	8%	-4%	2%	i	-1%
CCOc1ccc(NC(=O)CCNS(=O)(=O)c2cccc3nonc23)cc1	31	-10%	.	.	.	.	11%
COc1ccc(-c2oc3cc(OC)ccc3c2C(=O)c2ccc(C#N)cc2)cc1	.	4%	.	.	i	.	4%
O=C(N[C@@H]1CCC[C@@H]1C(=O)NCc1ccc2c(c1)OCO2)c1ccncc1	0	1%	3%	i	i	2%	-3%
COc1ccccc1C(=O)CC1(O)C(=O)N(CC(N)=O)c2ccccc21 (centres undefined)	0	-1%	.	.	.	.	?
O=C(c1ccccc1)N1CCCC2(CN[S+](=O)([O-])c3ccccc3N2)C1 (centres undefined)	22	-3%	-7%	i	2%	2%	-1%
CCOc1ccc(OCC)c(NC(=O)c2cnc3c(-c4ccccc4)c(C)nn3c2C)c1	8	-13%	.	.	.	.	10%

As a short view, 5 of the compounds above.
SMILES	IP6K1 inh	SNCA viab count	FLuc inh	HEK cytotox	GPT2 inhibitor	3T3 cytotox	SNCA expr inhib
Cc1ccc(CN2CCCOCCNC(=O)[C@@H]3CCCC[C@@H]32)o1	1	4%	6%	?	i	?	-14%
COc1cc(C(=O)O)ccc1OC1OC(CO)C(O)C(O)C1O (centres undefined)	0	-3%	.	.	-13%[27.3 µM]	.	.
Cc1nc(C)c(C(=O)N2CCC(Cc3nc(C4CC4)n[nH]3)CC2)s1	-12	-24%	0%	-1%	0%	-19%	44%[activator]
COc1ccc(NC(=O)c2cc(-c3ccc[nH]3)n[nH]2)c(OC)c1	22	-2%	20µM*	?	5%	-25%	60%[activator]
COCCn1c(C)cc(C(=O)N2CCCC(Cc3noc(-c4cnccn4)n3)C2)c1C (centres undefined)	5	-3%	-5%	-27%	i	-21%	20%

Additional compounds follow.
SMILES	IP6K1 inh	SNCA viab count	FLuc inh	HEK cytotox	GPT2 inhibitor	3T3 cytotox	SNCA expr inhib
CCc1ccc(-n2nc(C)c3c(C(=O)Nc4cc(OC)cc(OC)c4)cc(C)nc32)cc1	2	2%	.	.	.	.	-3%
Cc1ccoc1C(=O)N1CCC(C2CCN(Cc3cccc(F)c3F)CC2)C1 (centres undefined)	41	2%	-6%	?	-11%	-24%	-22%
CC(C)N1C(=O)C2(CCN(C(=O)c3ccccc3F)CC2)C1c1ccccc1 (centres undefined)	-9	-1%	.	-20%	i	?	0%
O=C(c1cnco1)N1C[C@@H](COc2cccnc2)[C@H](c2ccccn2)C1	2	1%	3%	2%	-7%	i	8%
COc1ccc(CCNC(=O)Cn2ccn3nc4c(c3c2=O)CCCC4)cc1OC	3	8%	0%	5%	i	i	24%
Cc1ccc(C)c(CN2CCC3(CCC(=O)N(CCc4ccncc4)C3)CC2)c1	11	6%	0%	-15%	i	i	21%
Cc1ccc(C(=O)Nc2cccc3cccnc23)cc1Cl	7	1%	.	.	.	.	58%[activator]
COCC(=O)N[C@@H]1CCC[C@@H](C(=O)NCc2ccc(OC)cc2)CC(=O)N(C)C1	-12	5%[87.6 µM]	3%[172 µM]	2%[172 µM]	-3%[88.5 µM]	-4%[174 µM]	7%[87.6 µM]
Cc1ccc(CN2CC[C@H](c3nc4cc(C)ccc4o3)C2)cc1	8	8%[87.6 µM]	45µM*	?	-4%[88.5 µM]	?	41%[activator][87.6 µM]
CC(C)S(=O)(=O)N1CCC(OCc2noc(C3CCCO3)n2)CC1 (centres undefined)	8	-1%	.	0%	-3%	-12%	35%[activator]
CCOc1ccc(CN2CCN(C/C=C/c3ccccc3OC)CC2CCO)cc1 (centres undefined)	16	-2%	0%	20µM*	i	?	?
Cc1c(CC(=O)NC2CC2)c2c(n1Cc1ccc(F)cc1)CCCC2=O	13	-2%	-1%	?	-1%	-20%	4%
CCN1c2cc(C)ccc2-n2cccc2C12CCN(C(=O)Nc1cc(OC)c(OC)c(OC)c1)CC2	-3	6%	.	.	.	.	?
C=C1[C@H]2CC[C@]3(O)[C@@](CC[C@@H]4[C@](C)(C(=O)O)CCC[C@]43C)(C2)[C@H]1OC(=O)/C(C)=C\C	-7	-4%[23.9 µM]	.	.	i	.	.
COc1ccc(-n2c(SCC(=O)NCc3ccc(C)cc3)nc3n[nH]c(C)c3c2=N)cc1	-9	-4%	.	.	.	.	3%
COc1ccccc1OCC(O)CN1CCN(CC(=O)Nc2c(C)cccc2C)CC1 (centres undefined)	-7	4%	.	.	-17%&-4%&-13%	.	-3%
O=C(Cc1n[nH]c(=O)c2ccccc12)NC1CCCc2c1[nH]c1c(Cl)cccc21 (centres undefined)	-7	-21%	7%	-115%	2%	?	?

Single records, as listed above. Screens in order: IP6K1 inh, SNCA viab count, FLuc inh, HEK cytotox, GPT2 inhibitor, 3T3 cytotox, SNCA expr inhib
O=C(Cc1n[nH]c(=O)c2ccccc12)NC1CCCc2c1[nH]c1c(Cl)cccc21 (centres undefined) is entered as -7, -21%, 7%, -115%, 2%, ?, ?
COCC(=O)N[C@@H]1CCC[C@@H](C(=O)NCc2ccc(OC)cc2)CC(=O)N(C)C1 is entered as -12, 5%[87.6 µM], 3%[172 µM], 2%[172 µM], -3%[88.5 µM], -4%[174 µM], 7%[87.6 µM]

Screening data as filed in PubChem BioAssay.
